RORg inh: inhibitors of mouse ROR gamma transcriptional activity | P51450 | Drosophila S2 Gal4-RORgamma UAS-luciferase reporter, 20 h | Potency, µM (highest dose often 53.6 µM), for the others: at the top dose activity change, negative = inhibition, usual class: inhibitors | 5.4% of 310,000 active; note: potency is the fitted concentration of half-maximal effect; % is set by controls: 0 for no effect and ±100 for the full control effect; nearly all actives have a fitted effect of over 60% in size
Target sequence (P51450 whole entry, looked up, the tested form may be a part): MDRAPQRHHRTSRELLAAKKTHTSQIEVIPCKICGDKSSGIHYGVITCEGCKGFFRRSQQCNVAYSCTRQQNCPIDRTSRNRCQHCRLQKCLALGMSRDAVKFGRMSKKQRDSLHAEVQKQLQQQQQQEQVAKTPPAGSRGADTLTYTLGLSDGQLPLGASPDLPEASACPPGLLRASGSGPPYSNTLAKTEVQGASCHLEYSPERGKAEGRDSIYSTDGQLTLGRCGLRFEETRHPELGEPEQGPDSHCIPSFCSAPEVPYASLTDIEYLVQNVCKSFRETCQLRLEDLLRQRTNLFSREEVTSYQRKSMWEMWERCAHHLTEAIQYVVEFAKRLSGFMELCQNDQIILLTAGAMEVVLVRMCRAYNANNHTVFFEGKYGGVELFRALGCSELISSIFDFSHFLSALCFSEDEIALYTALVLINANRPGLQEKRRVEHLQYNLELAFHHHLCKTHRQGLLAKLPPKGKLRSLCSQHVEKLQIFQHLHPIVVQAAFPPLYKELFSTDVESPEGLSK
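Compounds are pin-transferred onto Drosophila Schneider cells expressing a copper-inducible Gal4–ROR gamma transactivation domain fusion. After 1 hr, copper sulfate is added to 700 uM final; luciferase is read 20 hr later.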
KCNH2 3.1 inh: KCNH2 3.1 (human) potassium channel inhibition | AID 720553 | 0.95% of 340,000 active | U2OS KCNH2 3.1, thallium flux FluxOr; active compounds read low | activity change, % (tested at about 1.8 µM);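 active = maximum activity change below -70%; inconclusive = maximum activity change from -70% to -50%; inactive = maximum activity change above -50%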;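 note: thallium influx rate constant from kinetic fluorescence after stimulation buffer; % is set by controls: 0 for no effect and ±100 for the full control effect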
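Virally transduced U2OS (3.1 isoform, 4 h infection in dark at RT) → overnight 37 C → FluxOr + Red40 in HBSS/HEPES, 45 min → stimulation buffer, 2 min kinetic read → rate constant vs DMSO controls.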
VP16 counter: inhibits Gal4-VP16 luciferase reporter, ROR gamma counter-screen | Drosophila S2 Gal4-VP16 UAS-luciferase, luminescence, 20 h | AID 2546 | 3.5% of 310,000 active | Potency, µM (series often up to 53.6 µM), for inactives: top-dose activity, negative = inhibition, actives largely listed as inhibitors;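 note: Gal4-VP16 expression switched on by copper sulfate through the metallothionein promoter; potency is the fitted concentration of half-maximal effect; % is set by controls: 0 for no effect and ±100 for the full control effect; nearly all actives have a fitted effect of over 50% in size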
Rab9 prom act: activates the Rab9 promoter. Huh7 Rab9 promoter-luciferase reporter, luminescence, 24 h. Potency, µM (series often up to 9.22 µM), for the others: top-dose activation, negative = inhibition, most hits filed as activators. 2.8% of 320,000 active. AID 485297; note: potency is the fitted concentration of half-maximal effect; % of control where 0% means no effect; nearly all actives have a fitted effect of over 60% in size
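Steps: seed 1500 Huh7 Rab9-luc cells per well, rest 2 h at 37 °C; add compound in DMSO; incubate 24 h; add luciferase reagent, 10 min ambient; read luminescence.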
FLuc modulator: counter-screen for miR-21 project: firefly luciferase inhibitors or activators; P08659; purified FLuc, Km substrates, luminescence inhibition; Potency, µM (highest dose often 57.5 µM), without a hit: at the highest dose activity change, negative = inhibition, most hits filed as inhibitors; 6.9% of 360,000 active; AID 588342;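 note: potency is the fitted concentration of half-maximal effect; plate controls were vehicle for no effect and reference inhibitor for full effect; nearly all actives have a fitted effect of over 55% in size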
Target sequence (P08659 whole entry, looked up): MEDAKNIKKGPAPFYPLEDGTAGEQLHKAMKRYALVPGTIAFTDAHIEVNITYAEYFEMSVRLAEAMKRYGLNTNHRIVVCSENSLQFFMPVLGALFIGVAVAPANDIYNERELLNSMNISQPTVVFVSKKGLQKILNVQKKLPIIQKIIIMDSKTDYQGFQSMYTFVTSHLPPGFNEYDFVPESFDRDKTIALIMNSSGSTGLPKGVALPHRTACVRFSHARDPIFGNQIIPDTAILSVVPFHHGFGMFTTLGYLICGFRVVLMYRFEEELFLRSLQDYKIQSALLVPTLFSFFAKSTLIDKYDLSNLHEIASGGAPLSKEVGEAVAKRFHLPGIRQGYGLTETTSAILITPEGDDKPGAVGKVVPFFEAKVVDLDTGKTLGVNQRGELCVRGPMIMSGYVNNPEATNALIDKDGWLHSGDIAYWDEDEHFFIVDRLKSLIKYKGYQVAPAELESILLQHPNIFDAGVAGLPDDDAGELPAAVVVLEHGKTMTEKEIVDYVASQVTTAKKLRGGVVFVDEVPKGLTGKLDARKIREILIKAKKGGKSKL
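Biochemical qHTS of compounds, final roughly 60 µM downward over six points, against 10 nM purified firefly luciferase using Km concentrations of substrates (10 uM D-luciferin, 10 uM ATP) in Tris acetate pH 7.5 buffer; luminescence output.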
ELG1 genotox: inducers of genotoxicity in HEK293T ELG1-luciferase cells | Potency, µM (titrated, usually from 46 µM), without a hit: top-dose activity change, positive = activation, usual class: activators | 1.3% of 330,000 active | HEK293T ELG1-luciferase reporter, luminescence, 16 h | AID 504466; note: potency is the fitted concentration of half-maximal effect; % of control where 0% means no effect; nearly all actives have a fitted effect of over 60% in size
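Reporter readout depends on ELG1 protein level, which increases with genetic stress. After 16 hr compound exposure at 37 °C, luciferase activity was quantified using ONE-Glo.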
uPA surface inh: inhibitors of cell surface uPA generation. Potency, µM (highest dose often 38.3 µM), without a hit: at the top dose activity change, negative = inhibition, usual class: inhibitors. cell surface uPA generation assay, qHTS. AID 540303. 0.31% of 330,000 active; active = well fitted inhibition curve with a large enough effect; inconclusive = small, poorly fitted or top-dose-only effect; inactive = no such curve, though single readings can be large or run the other way; tested in mouse RAW 264.7 cells; note: potency is the fitted concentration of half-maximal effect; % is set by controls: 0 for no effect and ±100 for the full control effect; nearly all actives have a fitted effect of over 55% in size
NPC1 promoter act: activates the NPC1 promoter. Huh7 NPC1 promoter luciferase reporter, 24 h. Potency, µM (series often up to 9.22 µM), inactives show at the top dose activation, usual class: activators. 2.4% of 320,000 active. AID 485313;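 note: potency is the fitted concentration of half-maximal effect; % of control where 0% means no effect; nearly all actives have a fitted effect of over 60% in size; reporter is driven by a mutant NPC1 promoter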
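Compounds in DMSO were transferred onto Huh7 NPC1-luciferase reporter cells pre-incubated 2 h; after 24 h at 37 °C, Amplite reagent was dispensed and luminescence recorded 10 min later.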
Coupling enz: coupling enzyme interference in Giardia aldolase counter-screen. activity change, negative = inhibition, % at 58.2 µM, hits read low. 0.67% of 290,000 active. coupling enzyme system counterscreen, AmpLite Red fluorescence. AID 2472; in the data active = activity change below about -30%; note: % is set by controls: 0 for no effect and ±100 for the full control effect
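Coupling enzymes only (glyceraldehyde-3-phosphate) + compound, at 57.5 uM final, 10 min RT; add substrate/coupling/AmpLite Red mix, 20 min RT; fluorescence ex 525/em 598 nm. Actives flag coupling-system interference.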
Tb PFK block: blocks T. brucei phosphofructokinase | O15648 | T. brucei PFK, ADP-Glo luminescence | Potency, µM (titrated, usually from 57.5 µM), inactives show at the top dose activity, negative = inhibition, usual class: inhibitors | 0.17% of 330,000 active | AID 485367;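 note: potency is the fitted concentration of half-maximal effect; 0% = uninhibited 1x PFK enzyme wells and -100% = no-enzyme wells; nearly all actives have a fitted effect of over 60% in size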
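Activity is normalized to no-enzyme wells (full inhibition) and 1.25 nM enzyme wells (no inhibition). Reaction: 0.5 mM F6P, 0.1 mM ATP, 45 min RT, ADP-Glo luminescence; concentration-response curves fitted and classed by quality.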
Giardia kill: Giardia lamblia killing; 0.15% of 340,000 active; activity change, % at 7.66 µM, hits read low; Giardia lamblia trophozoite viability; AID 540267; in the data active = activity change below about -80%; inconclusive = between about -30% and that limit;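 note: parasites exposed to compound for two days anaerobically before the ATP read; % is set by controls: 0 for no effect and ±100 for the full control effect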
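Luminescent ATP signal served as the viability read-out, measured 15-30 min after adding ATP detection reagent to trophozoites that had been incubated with compounds for 48 hrs at 37 deg C anaerobically at 100 cells/well.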
Starred values were filed as active, the others as inactive; u = inconclusive; x = not tested or not shown; & = joins results of further samples; [ ] = remark or other dose. Unless noted, calls come from the whole dose curve; as a rule, active = well fitted curve in the direction sought with a large enough effect; inconclusive = small, poorly fitted or top-dose-only effect, or another doubt; inactive = no such curve, though single readings can be large; an effect the other way counts as inactive or inconclusive.

SMILES	RORg inh	KCNH2 3.1 inh	VP16 counter	Rab9 prom act	FLuc modulator	ELG1 genotox	uPA surface inh	NPC1 promoter act	Coupling enz	Tb PFK block	Giardia kill
Cc1ccc(S(=O)(=O)N(CC(=O)Nc2ccc(F)cc2)C(=O)N2CCN(C)CC2)cc1	x	-2	x	-6%	6%	2%	1%	-1%	x	-1%	-5
Cc1ccc(NC(=O)NNC(=O)C2CCN(Cc3ccc(F)cc3Cl)CC2)cc1	18%	-13	-23%	-12%	-2%	-3%	11%	0%	2	1%	-3
O=C(CN1C(=O)c2ccccc2C1=O)N1CCN(S(=O)(=O)c2ccccc2)CC1	6%	4	1%	-1%	-1%	0%	1%	3%	x	2%	4
CCC(C)(C)NC(=O)C(c1ccc(O)cc1)N(Cc1ccco1)C(=O)CCC(=O)Nc1ccccn1 (stereo not given)	u	1	-3%	-3%	-3%	-22%	-7%	0%	2	-3%	-9
Cc1ccc(-c2cc(=O)c3ccccc3[nH]2)cc1	32%[96.6 µM]	14	0%[96.6 µM]	u	19µM*	10%	11µM*	19%	-3&-19	-1%	-6
CC(=O)NC(Cc1c[nH]c2ccccc12)C(=O)N1CCN(S(=O)(=O)c2ccccc2)CC1 (stereo not given)	x	-3	x	-4%	10%	-2%	4%	1%	x	0%	-14
CCN(CC(=O)Nc1cc(C)c(Cl)cc1OC)CC(=O)NC1CCS(=O)(=O)C1 (stereo not given)	18%	1	14%	-3%	-4%	17%	-2%	-2%	2	-9%	-1
O=C(NC(=O)N1CCCCC1)c1ccccc1	29%	-9	5%	-5%	-1%	0%	-1%	3%	4	12%	26
Cc1cc(Cl)c2oc(C(=O)NCCN3CCOC3=O)c(C)c2c1	-13%	16	1%	8%	-13%	13%	-1%	7%	x	3%	-11
COc1ccc(CCNc2nc(-c3ccc(NC(C)=O)cc3)cs2)cc1OC	33%	4	-10%[10 µM]	0%	u	-20%	-10%	0%	1	-4%	4
Brc1cc(Br)c2nc(-c3cccs3)ccc2c1	38%	26	u	u	9.5µM*	11µM*	2%	1%	0	1%	-4
Cc1ccc2[nH]c(C(=O)N3CCN(C=O)CC3)cc2c1	8%	-8	-15%	7%	-2%	5%	-10%	-2%	2	-3%	-12
CCOC(=O)N1CCC(NCCNC(=O)c2ccco2)CC1	19%	9	-3%	-5%	-1%	-6%	6%	-4%	0	0%	0
COC(=O)c1ccc(N2CCN(CC(=O)c3ccc(-c4ccccc4)cc3)CC2)c([N+](=O)[O-])c1	31%	13	-14%	4%	u	9%	-4%	0%	5	0%	-5
O=C(NNC(=S)NC1CCCCC1)c1ccccc1Cl	u	15	-5%[10 µM]	u	-7%	-1%	-1%	10%	5	0%	-16
O=C(COC(=O)C1(c2cccc(F)c2)CCCC1)NCc1cccs1	21%	6	4%	-2%	-6%	-4%	-27%	-6%	0	-2%	-3
COc1ccc(CC(=O)Nc2cccc(-c3nnc(-c4ccc(C)cc4)o3)c2)cc1OC	u	11	u	-5%	3µM*	-18%	-30%	-2%	-1	0%	-14
O=C(NCC1CCCO1)c1cccc(NC(=O)c2ccccc2)c1 (stereo not given)	24%	12	9%	16%	-6%	-6%	1%	-3%	x	-6%	6
CCCCCc1cc(=O)oc2c(C(CCN3CCCC3)c3cc(OC)c(OC)c(OC)c3)c(OC)cc(OC)c12 (stereo not given)	-3%	-47	-3%	0%	0%	12%	u	-9%	1	0%	-3
CCOC(=O)c1ccc(NC(=O)c2nc[nH]c2C(=O)N2CCN(c3ccccc3)CC2)cc1	u	5	u	-1%	4%	1%	16%	-1%	4	23%	11
CC(C)(C)NC(=O)Cn1ccc(=N)c2ccccc21	-4%	-3	0%	2%	0%	-11%	-2%	0%	6	-1%	4
CC(C)C(C)NC(=O)COC(=O)c1cc(S(=O)(=O)N(C)C)ccc1N1CCCC1 (stereo not given)	7%	x	-7%	-4%	-1%	1%	x	-1%	1	0%	x
C/C(CC(=O)Nc1ccc(Cl)c(C(F)(F)F)c1)=N\NC(=O)c1cnccn1	-14%	-20	-18%	-3%	2%	-11%	-8%	-9%	0	-9%	3
COc1ccc(N2C(=NC(=O)C3CC3)SC3CS(=O)(=O)CC32)cc1Cl (stereo not given)	-16%	-3	1%	-1%	1%	5%	-14%	-2%	0	-3%	-3
Cc1cccc(-c2nnc(SCC(=O)Nc3cccc(C(=O)N4CCOCC4)c3)n2C)c1	2%	2	-6%	-1%	3%	-9%	-1%	-3%	-2	-4%	-6
CCC(CC)C(=O)N1CC(=O)Nc2ccc(C)cc2C1c1ccccc1 (stereo not given)	-5%	-7	14%	-5%	3%	-2%	-8%	0%	2	1%	6
NC(=O)C1CCN(C(=O)/C(=C/c2ccco2)NC(=O)c2ccccc2)CC1	1%	-5	3%	-1%	-1%	1%	7%	-3%	2	0%	-5
CC(Sc1sc(=S)sc1SC(C)C(=O)O)C(=O)O (stereo not given)	-12%	-2	4%	-4%	-3%	2%	-8%	0%	12	3%	2
Fc1cccc(NC(=S)NCCCN2CCOCC2)c1	-1%	-18	9%	-3%	6%	2%	1%	-1%	x	1%	13
Cc1ccc(OCC(=O)Nc2nnc(C3CCCO3)s2)c(Br)c1 (stereo not given)	15%	5	-9%	-3%	u	7%	12%	2%	3	3%	-23
COCc1c(C(=O)OCC(=O)c2ccc[nH]2)oc2ccccc12	x	14	x	x	x	4%	-1%	x	x	-27%	16
Fc1cc(Cl)ccc1NC1=NCCCCC1	0%	2	5%	-8%	1%	-2%	-5%	-1%	0	0%	9
O=C(/C=C/c1ccccc1[N+](=O)[O-])N1CCc2ccccc2C1	u	-18	23%	14%	u	7%	-1%	15%	0	5%	9
O=C(/C=C\Nc1ccc2c(c1)OCO2)c1ccc2c(c1)OCO2	u	-28	u	0.79µM*	0.13µM*	2.3µM*	-8%	4µM*	0	0%	20
O=C(Nc1ccccc1)N1CCCCC1c1cccnc1 (stereo not given)	-6%	-18	12%	-1%	5%	2%	1%	1%	-4	-13%	16
COc1ccccc1NC(=O)CCC(=O)Nc1nnc(C2CCCCC2)s1	-45%	-29	-1%	1%	-5%	0%	0%	2%	x	7%	11
CC1=CC(C)(C)N(C(=O)CNC2CCCC2)c2cc(C)ccc21	-21%	9	6%	-11%	-16%	-4%	-18%	1%	0	-21%	2
Cc1ccc(-c2nc3ncccn3c2Nc2ccc3c(c2)OCCO3)o1	u	3	u	-9%	-17%	29%	4%	-3%	1	-7%	-2
COc1ccc(NS(=O)(=O)c2cc(C(=O)NNC(=O)c3ccncc3)ccc2OC)c(OC)c1	x	-9	x	x	x	1%	-1%	x	x	-2%	-13
Cc1nn(C)cc1/C=N/NC(=O)Cn1nccc1C	-23%	8	-2%	-3%	-6%	1%	0%	0%	1	-2%	0
CC(C)N(C)CCOC(=O)/C=C/c1ccccc1	-9%	1	14%	-6%	1%	5%	2%	-1%	4	0%	11
CC(Sc1nnc(Cn2c(=O)sc3ccccc32)n1C)c1ccccc1 (stereo not given)	u	-1	4%	1%	4%	-2%	-10%	1%	0	-4%	-11
Cn1cccc1C(=O)OCC(=O)Nc1ccc2[nH]c(=O)[nH]c2c1	x	-4	x	x	x	4%	15%	x	x	u	7
CCOc1cc(N2CCOCC2)c(OCC)cc1NC(=O)CSc1nnc(N)s1	x	-16	x	x	x	-3%	-3%	x	x	1%	6
CC(C)NC(=O)C1CCCN(c2nnc(-n3cccc3)s2)C1 (stereo not given)	28%	7	5%	9%	-1%	1%	-7%	0%	3	-4%	13
CCOc1ccccc1N(CC(=O)Nc1ccc2c(c1)OCCO2)S(C)(=O)=O	0%	8	-5%	2%	3%	0%	0%	-4%	1	-4%	0
CCCn1nc(C(=O)N2CC(=O)Nc3ccccc32)c2ccccc2c1=O	-19%	-7	-2%	-8%	4%	3%	-13%	-19%	-2	1%	-4
CCOc1ccc(-c2cc(N3C(=O)Nc4ccccc4N3O)n[nH]2)cc1	-13%	-7	-15%	-3%	6.7µM*	-3%	-6%	-2%	-4	2%	9
CCOC(=O)c1ccc(NC(=O)c2ccc(C)c(S(=O)(=O)N3CCOCC3)c2)cc1	6%	-4	u	-30%	-4%	-24%	-7%	-18%	-1	-1%	-11
COc1ccc(CNC(=O)Cc2csc(NC(=O)Nc3ccccc3OC)n2)cc1	x	12	x	-4%	u	-23%	8%	-1%	x	-13%	0
Cc1ccc(NC(=O)CCC(=O)NNC(=O)c2ccccc2)c(C)c1	-1%	-13	5%	4%	1%	0%	2%	-5%	5	3%	20
CC(C(=O)Nc1ccccc1F)N1CCN(C)CC1 (stereo not given)	-7%	x	0%	-2%[1.84 µM]	-1%	1%	x	-9%	0	-1%	x
